Bioassay records (PubChem)
SNCA expr inh = reduces expression of the alpha-synuclein gene | HEK-293 SNCA-luciferase knock-in, luminescence, 24 h | Potency, µM (series often up to 57.2 µM), without a hit: at the highest dose activity change, negative = inhibition, hits mostly inhibitors | hit rate 0.17% among 140,000 | AID 1671194;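 further: potency means the concentration at half of the fitted maximal effect; plate controls were DMSO cells for no effect and cell-free wells for full effect; nearly all actives have a fitted effect of over 45% in size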
IP6K1 inh = IP6K1 kinase inhibition. hit rate 0.81% among 140,000. Q92551. AID 1645851. IP6K1 kinase, ADP-Glo luminescence, 2 h; active compounds read low. activity change, % (series mostly up to about 58 µM); in the data active means activity change below about -25%
Target sequence (Q92551 whole entry, looked up): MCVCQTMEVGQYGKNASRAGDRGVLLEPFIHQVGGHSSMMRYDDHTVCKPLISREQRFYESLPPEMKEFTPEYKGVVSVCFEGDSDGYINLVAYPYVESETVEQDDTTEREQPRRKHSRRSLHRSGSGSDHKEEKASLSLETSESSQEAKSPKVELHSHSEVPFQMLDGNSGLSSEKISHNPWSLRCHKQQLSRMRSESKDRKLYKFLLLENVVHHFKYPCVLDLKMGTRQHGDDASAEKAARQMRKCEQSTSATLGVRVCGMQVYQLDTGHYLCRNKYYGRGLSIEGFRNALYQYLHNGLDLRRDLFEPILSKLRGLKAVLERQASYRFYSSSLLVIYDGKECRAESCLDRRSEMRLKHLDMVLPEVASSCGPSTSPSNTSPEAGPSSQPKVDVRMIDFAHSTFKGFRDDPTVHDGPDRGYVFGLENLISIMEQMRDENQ
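ADP-Glo luminescence measures ADP made by human IP6K1 during a 2 h RT reaction with ATP/IP6 (mix at 1.3 mM/130 uM); top library doses 57.5 and 19.1 uM final.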
Luciferase inh = blocks purified firefly luciferase enzyme activity. purified P. pyralis luciferase, luminescence, biochemical. hit rate 2.5% among 76,000. Potency, µM (titrated, usually from 115 µM), without a hit: at the highest dose activity change, negative = inhibition, usual class: inhibitors; further: potency means the concentration at half of the fitted maximal effect; nearly all actives have a fitted effect of over 65% in size
Target sequence (P08659 whole entry, looked up): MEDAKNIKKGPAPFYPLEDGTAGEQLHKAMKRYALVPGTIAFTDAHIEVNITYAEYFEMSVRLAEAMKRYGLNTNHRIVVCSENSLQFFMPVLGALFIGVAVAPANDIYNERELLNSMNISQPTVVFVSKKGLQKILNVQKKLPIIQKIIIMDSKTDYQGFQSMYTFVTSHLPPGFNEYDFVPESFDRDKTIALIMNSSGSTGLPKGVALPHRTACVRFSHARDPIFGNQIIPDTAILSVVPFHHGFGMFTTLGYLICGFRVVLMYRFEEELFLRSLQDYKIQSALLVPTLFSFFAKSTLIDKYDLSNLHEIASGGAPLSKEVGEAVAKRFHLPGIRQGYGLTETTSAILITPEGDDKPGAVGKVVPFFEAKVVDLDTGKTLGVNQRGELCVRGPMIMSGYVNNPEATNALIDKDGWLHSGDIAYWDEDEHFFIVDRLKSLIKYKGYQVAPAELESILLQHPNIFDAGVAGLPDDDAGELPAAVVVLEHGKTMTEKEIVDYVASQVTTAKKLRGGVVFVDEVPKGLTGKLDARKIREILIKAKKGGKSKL
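Luminescence read by CCD imager after adding enzyme (10nM final) to wells holding compound, titrated in qHTS. Substrates 10uM each D-luciferin and ATP; buffer 50mM Tris acetate pH 7.5, 10mM Mg acetate, Tween-20, BSA.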
GPT2 inh = inhibitors of human GPT2 alanine aminotransferase | Q8TD30 | Recombinant GPT2, coupled pyruvate oxidase/HRP Amplex Red fluorescence | Potency, µM (highest dose often 57.7 µM), for the others: at the top dose activity change, negative = inhibition, most hits filed as inhibitors | hit rate 0.25% among 100,000 | AID 1671188; further: potency means the concentration at half of the fitted maximal effect; nearly all actives have a fitted effect of over 60% in size; many of its hits are not listed in these tables
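Fluorescence read-out: pyruvate from GPT2 turnover coupled to pyruvate oxidase, HRP and Amplex Red (0.2mM ThPP, 0.2U/mL PO and HRP, 50uM Amplex final). Substrates 250uM a-KG, 2mM L-alanine; enzyme 10ng/uL; 30 min RT.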
NIH3T3 tox = cytotoxic compounds in NIH 3T3 cells | NIH 3T3 viability, CellTiter-Glo ATP luminescence, 48-72 h | Potency, µM (titrated, usually from 96.7 µM), without a hit: top-dose activity change, negative = cytotoxicity, hits mostly inhibitors | hit rate 4.3% among 94,000; further: potency means the concentration at half of the fitted maximal effect; nearly all actives have a fitted effect of over 55% in size
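Cytotoxicity was measured by CellTiter-Glo ATP luminescence after 48 or 72 h compound exposure at 37 °C. Mouse NIH 3T3 fibroblasts were seeded at 400 cells/well and dosed by 23 nL pin transfer.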
SNCA viab count = cell viability loss counter-screen; HEK-293-SNCA-luc viability, GF-AFC fluorescence, 24 h; Potency, µM (doses to about 57.1 µM), inactives show at the top dose activity change, negative = cytotoxicity, usual class: cytotoxic; hit rate 0.12% among 150,000;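 further: potency means the concentration at half of the fitted maximal effect; 0% = DMSO-treated cells and -100% = medium-only wells without cells; nearly all actives have a fitted effect of over 30% in size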
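HEK-293-SNCA-luc cells (1500/well) plated 24 h, then exposed 24 h to a dilution series; GF-AFC added 30 min at 37C, fluorescence 405/540 nm; normalised to medium-only and DMSO wells, Hill fit.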
HEK cytotox = HEK 293 cell cytotoxicity; HEK 293 viability, ATP luminescence (CellTiter-Glo), 48-72 h; Potency, µM (highest dose often 115 µM), inactives show at the highest dose activity change, negative = cytotoxicity, actives largely listed as inhibitors; hit rate 6.6% among 94,000; AID 1345083; further: potency means the concentration at half of the fitted maximal effect; nearly all actives have a fitted effect of over 60% in size
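CellTiter-Glo luminescence (cellular ATP) was read after 48 or 72 hr of compound exposure at 37 degree Celsius. Cells were HEK 293 plated at 250 cells/well.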
Active calls of the source: *; i = inactive; u = inconclusive; x = not tested or not shown; [ ] = dose if it differs, or a comment. Unless noted, the call rests on the fitted dose curve; in most records, active means well fitted curve in the direction sought with a large enough effect; inconclusive means small, poorly fitted or top-dose-only effect, or another doubt; inactive means no such curve, though single readings can be large; an effect the other way counts as inactive or inconclusive. Unless noted, on the % scale 0 is the no-effect control and ±100 the full control effect. An unsorted share of the library; 7.7% or so of the library scored in one or more.

#	structure	SNCA expr inh	IP6K1 inh	Luciferase inh	GPT2 inh	NIH3T3 tox	SNCA viab count	HEK cytotox
1	CCc1cccc(C)c1NC(=O)Cn1c(N(C)Cc2ccccc2)nc(C)cc1=O	-3%	0	-5%	i	u	-1%	u
2	CCOc1cc(CNC(=O)Cn2c(-c3cccs3)cc3cc(F)ccc32)ccc1OC	10%	12	x	x	x	-20%	x
3	COc1ccc2nc(C[C@@H]3C[C@@H](C(C)C)[C@H](CNC(=O)COCC(=O)O)C=C3C)[nH]c2c1	5%[87.6 µM]	1	-16%[172 µM]	1%[88.5 µM]	-13%[174 µM]	5%[87.6 µM]	i
4	COC[C@@H]1CN(Cc2ccc(C)o2)C[C@H]1C(=O)N(C)C	-17%	11	-10%	4%	-24%	9%	-24%
5	O=C(CSc1ccccc1)N1CCc2c([nH]c3ccccc23)C1c1ccc(F)cc1 (configuration not stated)	u	9	x	x	x	-18%	x
6	COCCNC(=O)c1nc(-c2ccc(F)cc2)c2ccccn12	31%[87.6 µM]	18	-1%[172 µM]	i	u	-6%[87.6 µM]	u
7	COc1ccc(C(=O)N2CCCC(Cc3ncc(C)n3C(C)C)C2)cn1 (configuration not stated)	-14%	-10	6%	-1%	-27%	-18%	-13%
8	COCCOC(=O)C1=C(C)N=C2SC=C(CC(=O)NCc3cccc(F)c3)N2C1c1ccccc1 (configuration not stated)	-6%	14	1%	-1%	-26%	16%	u
9	CCc1nnc(NC(=O)Cn2nc3c(cc2=O)CCCCC3)s1	0%	14	4%	-5%	i	12%	0%
10	Cc1ncc(CO)c(CN2CCCC23Cc2ccccc2CNC3=O)c1O (configuration not stated)	-3%	-8	x	1%	i	8%	i
11	COCCNC(=O)c1c(OCC2CC2)cc(=O)n2c1CCOCC2	-9%	-3	-1%	1%	-11%	-18%	-8%
12	Cc1ccc(S(=O)(=O)Cc2ccc(C(=O)NCCc3ccc(Cl)cc3)o2)cc1	-28%	-4	x	x	x	-9%	x
13	COc1cccc(C(=O)N2C(C(=O)NCC3CCCO3)COC23CCC(C)CC3)c1 (configuration not stated)	19%	-7	-3%	i	-15%	-4%	-19%
14	CCc1cccc(NC(=O)Cn2c(=O)n(CC3CCC(C(=O)NC)CC3)c(=O)c3sccc32)c1 (configuration not stated)	8%	-8	x	x	x	u	x
15	COc1cc(OC)c(OC)cc1CN1C[C@@H]2C(=O)N(C)C(=O)[C@@H]2C1	22%	3	-10%	2%	-16%	u	-9%

Given screen by screen: entries from further up.
[11] COCCNC(=O)c1c(OCC2CC2)cc(=O)n2c1CCOCC2
[12] Cc1ccc(S(=O)(=O)Cc2ccc(C(=O)NCCc3ccc(Cl)cc3)o2)cc1

assay / entry	11	12
SNCA expr inh	-9%	-28%
IP6K1 inh	-3	-4
Luciferase inh	-1%	x
GPT2 inh	1%	x
NIH3T3 tox	-11%	x
SNCA viab count	-18%	-9%
HEK cytotox	-8%	x

(next part)
#	structure	SNCA expr inh	IP6K1 inh	Luciferase inh	GPT2 inh	NIH3T3 tox	SNCA viab count	HEK cytotox
16	Fc1ccc(NC2CCCN(Cc3ccc(C#Cc4cncnc4)cc3)C2)cc1F (configuration not stated)	-32%	0	2%	i	u	2%	u
17	O=C(Nc1ccccc1Cl)c1nc2cccnc2n(Cc2ccccc2)c1=O	36%[activator]	-1	x	i	-8%	0%	i
18	COc1ccc2nc([C@H]3CCN(Cc4cccnc4)C3)[nH]c2c1	65%[activator][87.6 µM]	-1	71µM*	i	-17%[174 µM]	0%[87.6 µM]	-1%[172 µM]
19	O=C(Cc1cccnc1)N1CCCCCCn2c(nnc2-c2ccc(F)cc2)CC1	-3%	-4	2%	-3%	-17%	-1%	i
20	Cc1ccccc1CC(=O)N1CC(C(=O)NCCc2ccncc2)C2(CCOCC2)C1 (configuration not stated)	9%	7	1%	0%	i	2%	i
21	COc1ccc(-c2c(C)nn3c(C(F)(F)F)cc(-c4ccc(C)cc4)nc23)cc1	-13%	2	x	x	x	-1%	x
22	CNC(=O)[C@@H]1CN(C(=O)c2ccoc2)C[C@H]1COC	-17%	3	6%	-17%	-15%	1%	-16%
23	Cc1ccc(-n2c(=O)c3oc4ccccc4c3n(Cc3ccccc3F)c2=O)cc1C	14%	4	x	x	x	6%	x
24	CC(C)(C)c1ccc(CN2CCN(Cc3cc4n(n3)CCNC4)CC2)cc1	-6%	11	15%	u	-17%	3%	u
25	CCC1(N2CCN(S(=O)(=O)c3ccc(Cl)cc3C)CC2)CCN(C(=O)C(C)C)C1 (configuration not stated)	-17%	-1	-11%	u	u	-24%	u
26	O=C(Cn1c(=O)n(Cc2ccco2)c(=O)c2ccc(C(=O)NC3CCCC3)cc21)Nc1ccc(F)cc1	6%	-3	x	x	x	7%	x
27	O=C(CSc1nc2ccccc2c2nc(-c3ccccc3)nn12)Nc1ccc(Br)cc1	4%	10	x	x	x	-12%	x
28	CCOc1cc(=O)n2c(c1C(=O)Nc1ccc(C(=O)OC)cc1)CCCC2	0%	-8	-8%	i	-33%	3%	-11%
29	Cc1nc2c(c(C)nn2-c2ccccc2)c(C)c1CCC(=O)NCCc1ccc(Cl)cc1	0%	12	x	x	x	1%	x
30	O=C(O)C[C@@H]1CCN(Cc2ccc(F)cc2)C[C@@H]1CCN1C[C@@H]2C[C@H](C1)c1cccc(=O)n1C2	7%	15	1%	i	3%	-1%	i
31	C#CCN(CC=C)Cc1cnc(S(=O)(=O)CC2CCCCC2)n1CCOC	u	0	0%	-18%	u	-7%	u
32	CCn1nccc1C(=O)N1C[C@@H]2CCCN3CCC[C@@H]([C@H]23)[C@H]1CCCC(=O)NCC1CC1	-3%	-2	5%	2%	i	10%	4%
33	N#Cc1ccc(CN2CCn3c(nnc3-c3ccc(Cl)cc3)C2)cc1	-15%	7	x	2%	-24%	5%	-20%
34	COC1CCOC2(CCN(C(=O)Nc3ccccc3F)CC2)C1 (configuration not stated)	31%[activator]	-5	-13%	0%	0%	0%[12.5 µM]	0%
35	CC(C)NC(=O)N1CCC2(CC1)CN(C(=O)Cc1ccc(O)cc1)CCO2	21%	-13	x	-6%	i	13%	-28%
36	COc1ccc(CNC(=O)C[C@@H]2C[C@@H](C(C)C)[C@H](CNC(=O)c3cccnc3)C=C2C)cc1	3%	3	14µM*	-9%	u	-13%	u
37	O=C(NC1CCCCCC1)c1ccc(CN2C(=O)NC3(CCS(=O)(=O)CC3)C2=O)cc1	3%	0	-7%	5%	i	4%	9%
38	O=C(COCc1cc(-c2ccc(F)cc2)on1)Nc1cc(F)ccc1F	u	23	x	x	x	5%	x
39	Cc1ccc(-n2nc(C)c3c(C)c(CCC(=O)NCc4ccccc4Cl)c(C)nc32)cc1	-13%	7	x	x	x	1%	x
40	CCCCCNC(=O)c1nc2cccnc2n(Cc2ccc(OC)cc2)c1=O	5%	-12	x	-20%	u	11%[12.5 µM]	u
41	CC(Cn1cccn1)Nc1ccc(-c2nc(-c3ccccc3F)no2)cn1 (configuration not stated)	13%	3	3.5µM*	-6%	u	-3%	45µM*
42	COc1ncccc1-c1nc2cc(C(=O)Nc3cccc(Cl)c3)ccc2o1	79%[activator]	18	x	4%	-32%	3%[12.5 µM]	13µM*
43	COC[C@@H]1CN(C(=O)c2ccco2)C[C@H]1c1nc(C2CC2)no1	-18%	-12	-2%	i	-18%	-13%	-17%
44	CC(=O)N1Cc2ccccc2CC2(CCCN2CCc2ccccc2)C1 (configuration not stated)	26%	-10	x	i	-17%	-24%	u
45	O=c1cc(-c2ccncc2)oc2c(-c3cccc4[nH]ccc34)nccc12	0%[87.6 µM]	1	-23%[172 µM]	1%[88.5 µM]	u	-13%[87.6 µM]	25µM*

Arranged by count of non-hydrogen atoms (highest first): three of the compounds above.
#	structure	SNCA expr inh	IP6K1 inh	Luciferase inh	GPT2 inh	NIH3T3 tox	SNCA viab count	HEK cytotox
20	Cc1ccccc1CC(=O)N1CC(C(=O)NCCc2ccncc2)C2(CCOCC2)C1 (configuration not stated)	9%	7	1%	0%	i	2%	i
10	Cc1ncc(CO)c(CN2CCCC23Cc2ccccc2CNC3=O)c1O (configuration not stated)	-3%	-8	x	1%	i	8%	i
44	CC(=O)N1Cc2ccccc2CC2(CCCN2CCc2ccccc2)C1 (configuration not stated)	26%	-10	x	i	-17%	-24%	u

Next section:
#	structure	SNCA expr inh	IP6K1 inh	Luciferase inh	GPT2 inh	NIH3T3 tox	SNCA viab count	HEK cytotox
46	Cc1cc(C)c(CNC(=O)c2cc(-c3cnn(C)c3C)cc3c2OCCN3C(C)C)c(=O)[nH]1	11%	-9	-4%	i	u	7%	u
47	CCOc1ccc(N(CC(=O)Nc2ccc3c(c2)OCO3)S(=O)(=O)c2ccccc2)cc1	5%	10	x	x	x	0%	x
48	N#C/C(=C\c1ccc(O)c(O)c1)C(=O)Nc1ccccc1	109%[activator]	x	x	u	x	4%	x
49	Fc1ccc(CSc2nncn3c2cc2occc23)c(Cl)c1	11%	9	x	x	x	-12%	x
50	COC[C@@H]1CN(C(=O)c2ccc(C#N)cc2)C[C@H]1c1ccccn1	0%	1	-5%	i	-10%	3%	-1%
51	Cc1cc(C)c2c(n1)SCC(=O)N2CC(=O)Nc1ccc(C)c(C)c1	71%[activator]	12	x	x	x	-3%	x
52	NCCn1cc(C(=O)NCc2cccnc2Oc2cccc(C(F)(F)F)c2)nn1	-29%	19	-8%	-5%	-29%	-2%	-7%
53	CC(C)CNC(=O)c1cc(C2CC2)nc2c1c(C1CCCN1)nn2-c1ccccc1 (configuration not stated)	u	-2	x	0%	18µM*	-16%	22µM*
54	Cc1cccc(N2CCN(CCCNC(=O)Cn3ncc4c([nH]c5ccccc54)c3=O)CC2C)c1 (configuration not stated)	3%	2	x	x	x	-2%	x
55	NC(=O)[C@@H]1CCCN1CC[C@H]1CN(S(=O)(=O)c2ccccc2)CC[C@H]1CC(=O)O	13%[87.6 µM]	7	11%[172 µM]	0%[88.5 µM]	i	6%[87.6 µM]	i
56	Cc1ccc(-n2nc(CO)c(C(=O)NCc3cccnc3)n2)cc1C	29%	56	x	x	x	-11%	x
57	Cc1nn(-c2ccccc2)c2c1C(C1CC1)N(C1CCN(C(=O)c3ccc(Cl)cc3)C1)C2=O (configuration not stated)	x	0	x	x	u	x	u
58	O=C(Cn1ncc2ccsc2c1=O)N1CCN(c2ccccc2)CC1	-16%	-5	x	x	x	-8%	x
59	Cc1c(C(=O)N2CCCC(CO)C2)c(-c2ccccc2)nn1-c1ccccc1 (configuration not stated)	1%	-7	5%	-1%	-1%	-9%	i
60	COc1ccc(Cn2c(C(=O)O)c(CNCc3cccc(OC)c3)c3ccc(C)cc32)cc1	u	5	x	x	x	u	x
